Screening results from PubChem.
ABHD5 PLIN5 PPI: inhibitors of human ABHD5-perilipin-5 interaction. actives 0.78% (n = 360,000). Q00G26+Q8WTS1. inhibition, % at 4 µM. Split G. princeps luciferase complementation, luminescence, 4 h. AID 602281;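 active = inhibition above the mean inhibition across every tested compound plus 3 SD, cut at about 22% in these data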;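 note: 0% = DMSO only wells and the 100% control is not disclosed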
ABCB6 inh 2: blocks the human ABCB6 transporter | actives 0.19% (n = 360,000) | Q9NP58 | fluorescence ratio to DMSO, % at 10 µM | AID 602162 | K562-ABCB6 porphyrin accumulation, flow cytometry, 1 h; active compounds read low;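 active = fluorescence ratio to DMSO below 75%, the collection mean minus 3 SD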;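 note: signal is porphyrin accumulated inside mitochondria; 100% equals median channel fluorescence of DMSO control wells; lower ratio means ABCB6 inhibition with less porphyrin fluorescence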
MC4R antagonist: human MC4R antagonism in cAMP assay | MC4R-expressing cells, MTII-stimulated cAMP, LANCE TR-FRET | inhibition, % at 6.5 µM | actives 0.48% (n = 360,000) | P32245;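 active = inhibition above its plate's cutoff, the mean of tested wells on that plate plus 3 SD, cut at about 29% in these data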;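 note: 0% = Melanotan II alone and 100% = Melanotan II plus saturating MCL0020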
Target sequence (P32245 whole entry, looked up): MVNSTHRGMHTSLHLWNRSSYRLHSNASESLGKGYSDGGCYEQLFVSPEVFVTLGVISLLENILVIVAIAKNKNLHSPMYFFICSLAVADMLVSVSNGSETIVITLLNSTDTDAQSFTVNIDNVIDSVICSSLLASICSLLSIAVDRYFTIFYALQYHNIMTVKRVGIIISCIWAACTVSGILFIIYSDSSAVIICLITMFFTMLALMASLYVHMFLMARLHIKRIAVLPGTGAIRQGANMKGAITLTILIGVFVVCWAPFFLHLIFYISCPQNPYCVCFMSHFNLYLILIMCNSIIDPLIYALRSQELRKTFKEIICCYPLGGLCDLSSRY
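Test system: U2OS cells stably expressing human melanocortin 4 receptor (MC4R); also added: Melanotan II challenge; compound: 6.5 µM single dose; timing: 30-min compound preincubation, 1-h Melanotan II challenge, 1-h detection, room temperature; signal: Eu-cAMP/anti-cAMP TR-FRET, emission 671 nm; repeats: one well per compound, no replicates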
HTR2A ag: mouse HTR2A agonism via beta-arrestin recruitment; actives 0.66% (n = 360,000); activation, % at 7.6 µM; P35363; CHO-K1 mHTR2A beta-arrestin complementation, luminescence; percent of 30 µM serotonin response;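 active = activation above a run cutoff, the mean activation of all tested compounds plus 3 SD, cut at about 14% in these data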;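 note: 0% = plate median of compound wells and 100% = 30 µM serotonin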
Target sequence (P35363 whole entry, looked up): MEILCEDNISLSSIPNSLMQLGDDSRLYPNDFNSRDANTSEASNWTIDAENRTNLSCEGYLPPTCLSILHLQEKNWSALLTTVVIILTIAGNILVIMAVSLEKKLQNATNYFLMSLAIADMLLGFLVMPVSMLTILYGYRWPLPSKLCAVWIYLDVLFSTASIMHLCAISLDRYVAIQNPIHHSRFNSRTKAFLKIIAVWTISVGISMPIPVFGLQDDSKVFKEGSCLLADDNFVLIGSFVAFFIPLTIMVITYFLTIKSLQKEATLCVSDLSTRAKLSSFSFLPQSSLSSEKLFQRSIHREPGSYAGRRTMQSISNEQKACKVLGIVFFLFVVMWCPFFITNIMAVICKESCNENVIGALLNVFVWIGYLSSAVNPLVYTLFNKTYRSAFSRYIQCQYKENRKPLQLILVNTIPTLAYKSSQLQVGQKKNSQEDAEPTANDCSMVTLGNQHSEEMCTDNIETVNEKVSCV
MC4R ag barr: activates human MC4R beta-arrestin recruitment; P32245; U2OS MC4R beta-arrestin complementation, luminescence; percent of melanotan II response, DMSO zero; activation, % at 8.9 µM; actives 0.98% (n = 360,000); AID 540308;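 active = activation above a per-plate cutoff, the mean activation of sample wells on that plate plus 3 SD, cut at about 8% in these data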
H9c2 protect: myocardial damage modulation in H9c2 cells | H9c2 cardiomyocytes, H2O2 injury protection, ATPLite, 2 h | AID 588492 | protection from H2O2 cell death, % at 20 µM | actives 0.63% (n = 360,000);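 active = compounds giving at least 50% protection of heart cells from peroxide-induced death in the single-dose screen, raw or plate-pattern-corrected value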;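 note: 0% = DMSO wells with peroxide and 100% = DMSO wells without peroxide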
Granule exo inh: blocks lytic granule exocytosis; TALL-104 LAMP-1 surface exposure, flow cytometry; cells stimulated with thapsigargin and PMA; inhibition, % at 10 µM; actives 0.66% (n = 360,000); AID 651702;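 active = inhibition above about 55%, limit read from the data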
N-glyco inh: N-linked glycosylation inhibition; AID 588692; actives 0.23% (n = 360,000); reporter increase, % at 12.5 µM; D54 ERlucT glycosylation luciferase reporter, 24 h; percent of 100 nM tunicamycin response;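 active = mean luciferase reporter signal, scaled so untreated is 0 and the glycosylation-blocking control 100, at or above a set limit in every replicate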;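 note: luciferase carries N-glycosylation sites so blocking glycosylation raises the light; 0% = median of neutral control wells and 100% = median of 100 nM tunicamycin wells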
PDI inh: blocks human protein disulfide isomerase activity; inhibition, % at 10 µM; actives 0.052% (n = 350,000); P07237; AID 588391; PDI insulin aggregation turbidity, A650, 90 min;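 active = mean inhibition across replicates of 30% or more, whatever share of single replicates reach that level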;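 note: absorbance from insulin aggregation driven by PDI reduction with DTT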
CaV13 FRET inh: Disruptors of the CACNA1D IQ motif to Ca2+-dependent inactivation inhibitor domain association, primary screening, Förster resonance energy transfer in intact living … | HEK cells, CFP/YFP FRET ICDI-IQ, plate reader, 10 min; percent FRET-ratio fall versus neutral wells | inhibition, % at 12.3 µM | actives 0.098% (n = 340,000) | AID 743397;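 active = mean replicate inhibition of at least 30% and at least 1% of replicates passing that level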;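 note: 0% = median of the neutral control wells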
Numbers without * were called inactive; nt = not tested or not shown. Not a hit list; 4.2% or so of the library scored in one or more.

SMILES	ABHD5 PLIN5 PPI	ABCB6 inh 2	MC4R antagonist	HTR2A ag	MC4R ag barr	H9c2 protect	Granule exo inh	N-glyco inh	PDI inh	CaV13 FRET inh
Cc1ccc(S(=O)(=O)C2(C(=O)O)CCCC2)cc1C	5	97	18	-2	1.5	4	3	3	6	-9
COc1ccccc1C(=O)NCCC(=O)NN1C(=O)NC2(CCCCC2)C1=O	-8	98	6	1	-1.8	1	4	2	-6	-5
COc1ccc(NC(=O)COC(=O)c2ccc3ccccc3n2)c(OC)c1	-1	103	10	-4	-0.1	-6	1	2	-2	-3
CC(/C=C/c1ccccc1)=N\NC(=O)Cn1nc(C)cc1C	4	99	-3	-2	-1.5	9	0	1	-5	-3
CC(C)[C@H](NC(=O)c1c(F)cccc1F)C(=O)OCC(=O)NNC(=O)c1ccccc1	-4	96	2	-5	-0.3	8	6	0	5	-7
O=C1NC[C@H](CCCCN2C[C@H](Cc3ccccc3)N(CCc3ccccc3)C(=O)C2=O)N(CCc2ccc(O)cc2)C1=O	1	102	nt	-1	nt	nt	1	nt	nt	-6
CC(C)CCn1c(N2CCOCC2)nc2c1c(=O)n(CC(N)=O)c(=O)n2C	-1	100	2	3	-2.4	12	13	2	6	-1
COc1ccc2cc(-c3ccccc3F)ncc2c1	-5	94	-11	-4	0.5	-13	-4	-16	1	-9
Cc1ccccc1NC(=O)Nc1ccccc1Br	-1	95	1	-1	1.5	3	-11	1	-5	-7
CC(C)OC(=O)CC1C(=O)NCCN1C(=S)NC(=O)c1ccccc1 (centres undefined)	0	132	3	-3	-2.8	8	-2	0	-5	7
CCOC(=O)c1nc(NCc2ccccc2C)c2ccccc2n1	-2	100	-10	2	-1.4	0	0	1	19	-4
O=C(CCNS(=O)(=O)c1ccccc1)N1CCOCC1	-4	100	10	-8	-1.4	0	-6	3	6	nt
COc1cc(-c2onc3ccc(Br)cc23)cc(OC)c1OC	3	99	7	3	-1.1	4	-1	11	10	-7
Cc1noc(C)c1C(=O)NCc1ccccc1Br	-2	85	1	-2	-1.3	6	0	0	8	-20
N#CCCN(Cc1ccccc1)C(C(=O)NC1CCCCC1)C1CC1 (centres undefined)	3	99	nt	0	nt	-1	0	5	nt	-3
OCc1ccccc1-c1ccc2nncn2c1	-8	101	4	1	-0.6	1	-5	3	1	-5
CC(=O)Nc1ccc(C(=S)NCCCO)cc1	-6	107	-2	6	3.3	10	4	1	9	-2
COc1ccccc1C(=O)N(CN1CCCC1=O)c1cccc(Cl)c1	-1	86	-5	-3	-0.2	1	-2	-1	2	-4
COC1C(CO)OC(n2c3c(Cl)cccc3c3c4c(c5c6cccc(Cl)c6[nH]c5c32)C(=O)NC4=O)C(O)C1O (centres undefined)	-7	101	4	-3	-0.4	8	-7	1	5	-11
O=c1[nH]c(C2CCN(S(=O)(=O)Cc3ccccc3)CC2)nc2c1nnn2Cc1cccc(Cl)c1	4	94	-19	6	-1.9	-4	26	-1	-4	-6
CCC(C)NCCOCCOc1ccc(Cl)cc1Br (centres undefined)	2	96	2	-1	2.9	0	4	-1	-1	-2
Fc1ccccc1-c1nc(-c2ccc(Cl)cc2)no1	2	97	2	1	1.1	-11	4	-6	3	-5
Cc1ccc(C(=O)NCc2ccc(N3CCN(C)CC3)cc2)cc1C	0	98	9	-9	-1.6	4	12	1	-12	-2
COC(=O)Nc1ncc(CN2C(=O)c3ccccc3C2=O)s1	0	91	9	-3	-1.2	0	9	2	-8	nt
O=C(CSc1nnc(CNc2ccc(Cl)cc2)o1)Nc1nc2ccccc2s1	1	99	6	0	-0.2	6	-1	0	0	-6

Brought forward from above: two entries, then new ones.
SMILES	ABHD5 PLIN5 PPI	ABCB6 inh 2	MC4R antagonist	HTR2A ag	MC4R ag barr	H9c2 protect	Granule exo inh	N-glyco inh	PDI inh	CaV13 FRET inh
COC(=O)Nc1ncc(CN2C(=O)c3ccccc3C2=O)s1	0	91	9	-3	-1.2	0	9	2	-8	nt
O=C(CSc1nnc(CNc2ccc(Cl)cc2)o1)Nc1nc2ccccc2s1	1	99	6	0	-0.2	6	-1	0	0	-6
NC(=O)c1ccsc1NC(=O)COC(=O)COc1ccccc1[N+](=O)[O-]	-2	95	7	0	-1.0	-9	23	0	3	-5
CCOC(=O)c1ccc(NS(=O)(=O)c2cn(C)cn2)cc1	-3	98	3	4	-1.9	5	7	1	-10	-3
CCOC(=O)c1c(NC(=O)C2CC=CCC2C(=O)O)sc(C)c1CC (centres undefined)	-3	101	9	3	-3.3	4	-2	2	12	3
CN(Cc1ccco1)C(=O)C1CCN(c2nnc(-n3cccc3)s2)CC1	10	102	3	-3	-0.2	-4	-1	-1	-7	-5
Cn1ncc(Br)c1C(=O)Nc1cccc(C(F)(F)F)c1	-2	99	6	3	-1.0	-3	1	1	3	0
Cc1nn(-c2ccccc2)c(Cl)c1C(=O)OCC(=O)NCCc1ccccc1	0	97	-2	0	-2.8	38	7	2	-2	-10
O=C(N/C(=C/c1ccccc1)C(=O)N1CCCCC1)c1ccco1	-7	109	-5	11	-2.5	-4	2	1	2	-6
COCCCNC(=S)N(CCO)Cc1cc2cc3c(cc2[nH]c1=O)OCCO3	4	93	17	3	-1.6	4	-3	2	2	4
CC(C)C(N)c1csc(NC(=O)Nc2cccc(Cl)c2)n1 (centres undefined)	-3	97	-3	-9	-0.7	8	2	-2	-16	-7
Cn1cccc1C(=O)NC(=O)COC(=O)CCNS(=O)(=O)c1cccc(C(F)(F)F)c1	-1	95	4	-2	2.3	-8	0	1	-10	-6
CCOc1ccc(C(=O)Nc2ccc3c(c2)C(=O)NC3=O)cc1	4	99	9	0	1.5	-7	0	1	-4	-7
O=S(=O)(c1ccc(F)cc1)N1CN(Cc2ccco2)c2nc3ccccc3nc21	24*	154	-5	6	-0.3	8	-2	-2	7	nt
O=[N+]([O-])c1ccc(O)c(C=NNc2ccc(S(=O)(=O)O)cc2)c1	-6	99	-6	0	-0.8	0	-6	0	-2	-7
N#Cc1nc(N2CCOCC2)nc(N2CCOCC2)n1	5	97	1	-3	-0.3	3	1	1	-2	1
COc1ccccc1NC(=O)NNC(=O)CN1C(=O)COc2ccccc21	-8	100	16	-5	-1.6	2	-10	1	18	-4
O=[N+]([O-])c1cccc(S(=O)(=O)NCCc2cccs2)c1	2	95	9	-5	0.0	-5	1	0	-4	-4
CN(CC(=O)Nc1c(Cl)cccc1Cl)C(=O)c1cccc(S(=O)(=O)NCc2ccccc2)c1	-10	90	14	-6	-2.7	0	-3	-2	1	-5
C[C@H](NC(=O)c1nc[nH]c1C(=O)NCCCCCNC(=O)OC(C)(C)C)c1ccccc1	-3	97	10	0	-2.0	-6	4	-4	-6	11
CCc1nc2ccccc2c(C(=O)NCc2ccc(OC)cc2)c1C	0	99	-8	-6	-4.7	8	0	0	-3	-5
Cc1cc(C(=O)NCCCN2CCCC2=O)no1	-1	101	0	-2	-1.6	8	-3	5	7	-9
CCN(CC)C(=O)C1=C(C)N(Cc2ccc(F)cc2)C(=O)C(CC(=O)NCc2cccc3ccccc23)C1 (centres undefined)	10	100	7	1	0.9	3	1	2	15	-6
COc1ccc(-n2nc3cc(C)c(NC(C)=O)cc3n2)cc1	2	97	2	-1	-2.9	-18	0	-18	1	-5
CCCn1c(=N)n(CC(O)COc2ccc(C)cc2)c2ccccc21 (centres undefined)	-5	97	4	-11	2.0	-5	26	2	0	10
COCCNc1c(-c2cc3ccc(C)c(C)c3[nH]c2=O)nc2ccccn12	-3	96	-8	1	-0.2	-15	-2	-5	-4	-9
Nc1cc(OCC(F)(F)F)cc([N+](=O)[O-])c1	8	92	-3	-2	-3.6	8	0	-1	0	-6
Further results.
SMILES	ABHD5 PLIN5 PPI	ABCB6 inh 2	MC4R antagonist	HTR2A ag	MC4R ag barr	H9c2 protect	Granule exo inh	N-glyco inh	PDI inh	CaV13 FRET inh
COc1cc2c(cc1OC)CN(Cc1cc(=O)n3cc(C)ccc3n1)CC2	-6	91	-1	0	-0.2	3	-1	-3	7	-5
CCCC[C@@H]1CNC(=S)N1CCCC	-2	80	1	5	-0.5	0	-2	-1	0	-12
O=C(c1cccc(Cl)c1)N1CCN(Cc2ccncc2)CC1	0	102	1	8	-1.0	-3	5	1	0	nt
CCc1cc2cc3c(cc2nc1SCC(=O)Nc1nnc(C)s1)OCCO3	1	101	0	1	0.3	-9	-1	-1	0	-7
COc1ccc(NC(=S)N2CCC3CC2c2c(Cl)cccc23)c(OC)c1 (centres undefined)	0	102	16	-5	-0.2	-2	3	0	-2	-2
Cc1nccn1-c1ccc(C=O)cc1	-1	103	8	5	-2.4	-2	-5	4	-2	-7
NC(Cc1ccc(Cl)cc1)c1csc(Nc2ccc(S(N)(=O)=O)cc2)n1 (centres undefined)	6	97	-7	5	-1.2	-6	-8	3	-1	-6
Cc1cc(OC(C)C(=O)NC(Cc2c[nH]c3ccc(O)cc23)C(=O)O)c2c(C)cc(=O)oc2c1 (centres undefined)	1	101	3	-1	0.1	2	-7	0	nt	nt
COc1ccc(OC)c(-c2csc(NC(=O)CN3C(=O)C4CCCCC4C3=O)n2)c1 (centres undefined)	6	93	-2	4	1.2	-3	5	-1	-2	-14
O=C(c1cccs1)N1CCC(c2nc3ccccc3s2)CC1	-4	100	5	-7	-2.6	-5	-6	-2	3	-6
O=C(CCC(=O)c1ccc(F)cc1)NN1C(=O)NC2(CCCCC2)C1=O	-2	96	10	-1	1.6	1	-3	4	-1	-6
CCCCn1c(N)c(N(CC)C(=O)c2cccc(OCc3ccccc3)c2)c(=O)[nH]c1=O	1	95	8	3	-0.1	0	8	0	1	-16
COc1cc(OC)cc(-c2nc3ccccc3c(=O)n2OC(=O)c2ccccc2C)c1	-2	99	10	-2	4.2	-9	-2	7	2	19
O=C(O)C1CCC(N2C(=O)C3C4CCC(C4)C3C2=O)CC1 (centres undefined)	-3	98	4	1	-1.5	2	-1	1	-14	1
CCCCOc1ccccc1C(=O)N(Cc1ccc(C)o1)C1CCS(=O)(=O)C1 (centres undefined)	6	102	-6	-11	-0.7	-2	-2	-1	5	-6
CC(C)OCCCNC(=O)c1cccc(NC(=O)c2ccccc2)c1	-1	101	13	3	-1.5	1	-1	0	-4	-8
CN(c1cccc(NC(=O)COc2ccccc2)c1)S(C)(=O)=O	2	104	-1	-1	-0.3	-3	-1	-1	2	-5
COc1ccc(NC(=O)c2cc3ccccc3o2)cc1S(=O)(=O)N1CCCCC1	-3	87	12	-4	2.9	4	2	-3	-1	-10

A few values from above:
HTR2A ag with COc1ccc(NC(=O)c2cc3ccccc3o2)cc1S(=O)(=O)N1CCCCC1 is entered as -4
ABCB6 inh 2 with CCc1cc2cc3c(cc2nc1SCC(=O)Nc1nnc(C)s1)OCCO3 is entered as 101
HTR2A ag with COc1cc(OC)cc(-c2nc3ccccc3c(=O)n2OC(=O)c2ccccc2C)c1 is entered as -2
